High-throughput results: PubChem, National Center for Advancing Translational Sciences (NCATS)
GLP1R cytotox – cytotoxicity counter-screen for GLP-1 receptor inverse agonists | actives 0.13% (n = 410,000) | Potency, µM (titrated, usually from 38.3 µM), without a hit: at the top dose activity change, negative = inhibition, most hits filed as inhibitors | AID 624418 | HEK293 cAMP-luciferase reporter cells, luminescence, 24 h;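 also: loss of luciferase light is scored as toxicity; potency is read from the fitted curve at half-maximal effect; % is scaled to controls: 0 for no effect and ±100 for the full control effect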
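A 23 nL compound transfer followed 12 hours of cell culture at 37 deg C; exposure then lasted 24 hr. Luciferase assay detection reagent was dispensed and plates read for luminescence after a 12 min room-temperature wait.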
D3 ag – agonists of human D3 dopamine receptor; P35462; D3R DiscoveRx beta-arrestin cells, luminescence, 90 min; max activation, %; actives 0.58% (n = 410,000); in the data active = max activation above about 30%; also: 0% is about no effect; mostly tested at two doses, the higher about 12 µM
Target sequence (P35462 whole entry, looked up): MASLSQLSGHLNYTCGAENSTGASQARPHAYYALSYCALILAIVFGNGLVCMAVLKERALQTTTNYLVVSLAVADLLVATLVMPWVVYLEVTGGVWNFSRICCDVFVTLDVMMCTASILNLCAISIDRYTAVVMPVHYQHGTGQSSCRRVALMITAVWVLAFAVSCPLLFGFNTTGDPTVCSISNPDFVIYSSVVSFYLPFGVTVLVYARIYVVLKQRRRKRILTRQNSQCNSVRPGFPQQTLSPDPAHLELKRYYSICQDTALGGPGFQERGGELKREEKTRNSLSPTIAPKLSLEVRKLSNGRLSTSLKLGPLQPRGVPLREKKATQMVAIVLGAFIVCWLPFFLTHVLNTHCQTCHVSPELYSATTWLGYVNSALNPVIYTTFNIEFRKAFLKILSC
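Cells at 1500/well, incubated overnight, then treated with pinned compounds (dopamine as control) for 90 min at 37 degrees C. DiscoveRx reagent added for 30 - 60 minutes at room temperature; luminescence read.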
GLP1R inv ag – GLP-1 receptor (human) inverse agonism; P43220; HEK293 GLP-1R CRE-luciferase, luminescence, 24 h; GLP-1R form is constitutively active; Potency, µM (series often up to 38.3 µM), for inactives: top-dose activity change, negative = inhibition, actives largely listed as inhibitors; actives 1.6% (n = 410,000); also: potency is read from the fitted curve at half-maximal effect; % is scaled to controls: 0 for no effect and ±100 for the full control effect; nearly all actives have a fitted effect of over 55% in size
Target sequence (P43220 whole entry, looked up): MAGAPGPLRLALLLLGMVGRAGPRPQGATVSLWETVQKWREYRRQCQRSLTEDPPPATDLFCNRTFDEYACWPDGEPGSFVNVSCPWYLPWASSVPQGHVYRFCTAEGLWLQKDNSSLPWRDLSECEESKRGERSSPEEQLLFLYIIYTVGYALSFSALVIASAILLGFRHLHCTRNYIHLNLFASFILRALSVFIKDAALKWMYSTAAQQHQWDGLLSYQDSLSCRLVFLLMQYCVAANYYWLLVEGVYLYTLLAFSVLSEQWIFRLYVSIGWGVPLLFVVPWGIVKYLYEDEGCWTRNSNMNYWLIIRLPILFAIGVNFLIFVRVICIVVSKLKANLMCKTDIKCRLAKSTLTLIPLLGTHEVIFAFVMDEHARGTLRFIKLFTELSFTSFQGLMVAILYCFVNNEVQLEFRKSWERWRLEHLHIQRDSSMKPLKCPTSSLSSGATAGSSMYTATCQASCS
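Cells are plated, allowed 12 hours at 37 deg C, then treated with compounds for 24 hr before luciferase detection reagent is added and luminescence is read after 12 min at room temperature. The HEK293 line carries constitutively active GLP-1R with a cAMP-responsive reporter.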
GLP-1R agonist – activates the human GLP-1 receptor; P43220; HEK293 GLP-1R CRE-luciferase, luminescence, 4-6 h; cells express a hypersensitive GLP-1R form; Potency, µM (titrated, usually from 45.6 µM), without a hit: at the highest dose activation, usual class: activators; actives 0.007% (n = 380,000); also: potency is read from the fitted curve at half-maximal effect; % of control where 0% means no effect
PTHR1 agonist – PTHR1 (human) receptor agonism; Q03431; HEK293 GP2 PTHR1 cells, GloSensor cAMP luminescence, 1 h; actives 0.075% (n = 410,000); Potency, µM (highest dose often 115 µM), without a hit: at the highest dose activation, usual class: activators; also: potency is read from the fitted curve at half-maximal effect; nearly all actives have a fitted effect of over 55% in size; some results filed as inactive show a strong effect at the top dose; inactives centre near -15; many of its hits are not listed in these tables
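HEK-293-derived GP2 cells expressing PTHR1 and a GloSensor cAMP reporter, 3,000/well, plated overnight, given luciferin plus IBMX (each 0.5 mM as added) for 1 h at 37 °C, then compound for 1 h at 37 °C. Luminescence was read after 15 min at room temperature.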
KB-V1 MDR tox – kills drug-selected multidrug resistant KB-V1 cells. KB-V1 MDR cells viability, CellTiter-Glo, 72 h. Potency, µM (highest dose often 46.1 µM), inactives show at the top dose activity change, negative = cytotoxicity, most hits filed as cytotoxic. actives 3.4% (n = 400,000); also: potency is read from the fitted curve at half-maximal effect; % is scaled to controls: 0 for no effect and ±100 for the full control effect; nearly all actives have a fitted effect of over 60% in size
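KB-V1 cells (P-gp-expressing MDR subline of KB-3-1) in phenol-red-free DMEM with 10% FBS were exposed to library compounds over a concentration series for 72 h at 37 degrees C. Viability read by CellTiter-Glo luminescence; concentration-effect curves fitted after normalization.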
aSyn yeast inh – rescues yeast growth from alpha-synuclein toxicity; Yeast expressing alpha-synuclein, growth rescue, BacTiter-Glo, 24 h; Potency, µM (highest dose often 46.1 µM), inactives show at the highest dose growth rescue (activation), hits mostly activators; actives 0.14% (n = 370,000); AID 652106; also: potency is read from the fitted curve at half-maximal effect; % of control where 0% means no effect; nearly all actives have a fitted effect of over 65% in size
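Screening used galactose-induced yeast with toxic alpha-synuclein levels, exposed to compound for 24 hr at 30 deg C. Cell growth, read with BacTiter-Glo luminescence, gave the measured signal.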
TDP-43 yeast inh – inhibitors of TDP-43 toxicity in yeast | TDP-43 expressing yeast growth rescue, BacTiter-Glo, 24 h | Potency, µM (series often up to 46.1 µM), inactives show at the top dose growth rescue (activation), usual class: activators | actives 1.8% (n = 410,000) | AID 652104; also: potency is read from the fitted curve at half-maximal effect; % of control where 0% means no effect; nearly all actives have a fitted effect of over 50% in size
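Galactose-induced TDP-43 yeast, OD600=0.02, compound pinned; 24 hr, 30 deg C; BacTiter-Glo luminescence for growth. Inhibitors of TDP-43 toxicity read as activators.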
DRD3 antagonist – D3 dopamine receptor (human) antagonism | D3R cells, DiscoveRx beta-arrestin luminescence, antagonist mode; stronger effect = lower value | AID 652054 | P35462 | actives 2.5% (n = 360,000) | max response, negative = inhibition, %; in the data active = max response below about -50%; inconclusive = no clear call, values can overlap the other calls; also: % is scaled to controls: 0 for no effect and ±100 for the full control effect; mostly tested at two doses, the higher about 12 µM
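Cells plated overnight at 1500 cells/well, then exposed to library compounds with dopamine controls for 90 minutes at 37 degrees C. DiscoveRx reagent added for 30–60 minutes at room temperature; luminescence read, quantitative HTS format.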
Starred values were filed as active, the others as inactive; i = inactive; ? = inconclusive; / = no result given; & = joins results of further samples; [ ] = another dose, or the depositor's remark. Unless noted, calls follow the shape of the dose curve; as a rule, active = well fitted curve in the direction sought with a large enough effect; inconclusive = small, poorly fitted or top-dose-only effect, or another doubt; inactive = no such curve, though single readings can be large; an effect the other way counts as inactive or inconclusive. Only part of the results is shown, so the mix of outcomes need not match the whole.

SMILES	GLP1R cytotox	D3 ag	GLP1R inv ag	GLP-1R agonist	PTHR1 agonist	KB-V1 MDR tox	aSyn yeast inh	TDP-43 yeast inh	DRD3 antagonist
Cc1cc(C)n(CCC(=O)N/N=C/c2ccc(Br)c([N+](=O)[O-])c2)n1	-1%	2	7%	30%	-14%	0%	-2%	-2%	-15
Cc1cc(C)c2c(N)c(C(=O)Nc3ccccc3F)sc2n1	-10%	5	30%[activator]	23%	-23%	0%	-7%	24%	-18
CCOc1ccc(NC(=O)CN(C)C(=O)Cc2c[nH]c3ccccc23)cc1OCC	8%	-9	-21%	4%	i	-4%	-4%	-7%	0
O=C(NC1CCCN(Cc2ccc(Cl)cc2)C1)c1c(F)ccc(F)c1F (stereo not drawn)	?	-6	?	-3%	-1%	?	9%	-11%	-10
CCC(=O)N1CCc2cc(S(=O)(=O)CCC(=O)Nc3nc(C)cs3)ccc21	6%	0	15%	31%	i	-1%	0%	3%	10
O=C(CNS(=O)(=O)c1ccc(Br)s1)N1CCN(C(=O)c2ccco2)CC1	8%	7	1%	-1%	i	-33%	-5%	-14%	-10
COc1cccc(CN(C)C(=O)c2cccc(S(=O)(=O)Nc3cccc(C)c3)c2)c1OC	-1%	-15	?	1%	-50%[inhibitor]	-20%	1%	-18%	-10
COC(=O)Cc1cc(=O)n2[nH]c(SC)nc2n1	-4%	-4	7%	-8%	i	10%	-1%	-10%	0
Cc1ccccc1N(C(=O)Cc1cccs1)C(C(=O)NC1CCCCC1)c1cn(C)nc1C (stereo not drawn)	-1%	22	8%	-11%	i	?	-6%	7%	11
Nc1nc(N)nc(-c2cccc(Br)c2)n1	5%	-13	123%[activator]	-1%	-24%	0%	11%	-13%	-4
CCOC(=O)Cc1csc(NC(=O)c2ccc(OC)c(OC)c2)n1	-14%	14	0%	23%	-8%[57.5 µM]	3%	-8%	6%	13
COc1ccc(NC(=O)c2c(-c3ccc(C)cc3)nnc3ccccc23)cc1OC	3%	-3	14%	/	-16%	-2%	/	13%	/
Cc1ccc(C2(C)NC(=O)N(CC(=O)Nc3ccccc3N3CCCC3)C2=O)cc1 (stereo not drawn)	0%	1	?	21%	i	-5%	0%	-26%	-1
COc1cc(C=O)ccc1OS(=O)(=O)c1ccccc1[N+](=O)[O-]	6%	-8	-12%	9%	-1%	-4%	3%	-6%	-8
C/C(=N\NS(=O)(=O)c1ccc(C)cc1)c1ccc(C)s1	-4%	-1	0%	-3%	-4%	5%	/	-17%	-22
CCC(C)(NC(=O)c1ccc(=O)[nH]c1)C(=O)NC1CCCC1 (stereo not drawn)	1%	5	11%	1%	-7%	11%	-1%	23%	0
CS(=O)(=O)c1ccc(C(=O)OCc2nnc(-c3ccccc3)o2)cc1[N+](=O)[O-]	?	-15	?	-6%	-39%	?	-16%	?	-60*
Cc1nnc2ccc(-c3ccc(NC(=O)c4ccco4)cc3)nn12	-7%	2	2%	13%	i	-14%	-1%	0%	2
Cc1ccc(S(=O)(=O)N2c3ccccc3OCC2c2ccccc2)cc1 (stereo not drawn)	1%	-12	?	-7%	-25%	?	0%	11%	14
COc1ccc(-c2sc3cc4c(cc3c2C#Cc2cncn2C)OCO4)cc1	15%	-5	64%[activator]	13%	4%	-5%	-2%	26%	-1
N#Cc1ccc(-c2cccnc2)nc1SCC(=O)Nc1sc2c(c1C#N)CCC2	50%[activator]	0	0%	4%	i	-11%	-8%	-20%	-21
CN1CCN(c2nc(-c3ccc(Cl)s3)cs2)CC1	3%	11	13%	4%	-12%	9%	-17%	0%	11
CC(=O)Nc1ccc(S(=O)(=O)Nc2nc3ccccc3nc2Nc2ccc(O)cc2)cc1	-6%	-1	28%	7%	-70%[inhibitor]	0%	2%	9%	3
CC(=O)c1ccc(NC(=O)c2cc(C3CC3)nc3c2c(C)nn3-c2ccc(C)cc2)cc1	0%	0	-29%	/	i	28%	/	0%[9.22 µM]	/
CN(c1ccccc1)S(=O)(=O)c1cccc(NC(=O)CSc2nncs2)c1	23%	5	?	8%	-2%	4.1µM*	-1%	7%	8
(more compounds)
SMILES	GLP1R cytotox	D3 ag	GLP1R inv ag	GLP-1R agonist	PTHR1 agonist	KB-V1 MDR tox	aSyn yeast inh	TDP-43 yeast inh	DRD3 antagonist
CC(=O)Nc1ccc(S(=O)(=O)N2CCN(S(=O)(=O)N3CCCCCC3)CC2)cc1	-6%	1	2%	-2%	-11%	25%	-3%	3%	41
CC1CCN(C(=O)c2cccc(NC(=O)c3nsc4ccccc34)c2)CC1	-14%	0	?	/	-41%[inhibitor]	2%	/	?	/
CCCCNC(=O)C[C@@H]1C[C@@]2(C(=O)OC)CCCCC=C2N(Cc2ccc3c(c2)OCO3)C1=O	-5%	-1	-6%	/	-25%	?	1%	-3%	5
CCc1ccccc1-n1cnc2cc(C(=O)O)ccc21	1%	1	9%	-5%	i	?	13%	?	-13
Cc1nn(-c2ccc(N3CCCCC3)nn2)c(C)c1CCC(=O)NCc1ccc(OC(C)C)cc1	-5%	-11	4%	/	-10%	/	/	-14%	/
Cc1ccc(NC(=O)N2CCCCCC2)cc1	-4%	2	?	9%	-21%	2%	1%	5%	-15
COc1cc(C(=O)O[C@H]2C/C(C)=C/CC[C@@]3(C)O[C@@H]3[C@H](O)[C@@H]2C(C)C)cc(OC)c1OC	6%	14	13µM*	8%	-39%[inhibitor]	-7%	11%	?	34
Cc1ccc(NC(=O)CCn2cnc3cc(C)c(C)cc32)cc1	-24%	-5	6%	4%	-6%[57.5 µM]	0%	-4%	-25%	13
Nc1c(-c2ccccc2Cl)cnn1-c1cccc([N+](=O)[O-])c1	-10%	1	0%	-3%	-17%	4%	/	0%	-25
Cc1ccccc1-c1cc2c(nn1)-c1ccccc1C2=O	7%	2	?	-1%	i	?	1%	?	-22
CC1CCN(C(=O)c2ccc3c(c2)NC(=O)CN3)CC1	7%	3	11%	11%	-5%	-9%	5%	-7%	2
CCCCOC(=O)c1ccc(NC(=O)c2ccc3c(c2)CCN3S(C)(=O)=O)cc1	2%	-5	5%	/	-89%[inhibitor]	1%	/	5%	/
COc1ccc(S(=O)(=O)N2CCc3ccccc32)cc1C(=O)OCC(=O)c1c(N)n(C)c(=O)n(C)c1=O	1%	3	30%	4%	i	2%	-1%	26%	-17
COc1ccccc1-c1nnc(-c2ccc(C)cc2)o1	14%	-2	8%	18%	-42%[inhibitor]	-28%	-6%	-14%	-16
Cc1ccc(OCCCCn2cnc3ccccc32)c(C)c1	7%	2	4%	28%	i	?	/	?	-57*
Cc1ccc(NC2CCCN(C(=O)CSc3ccccn3)C2)cc1C (stereo not drawn)	2%	-5	?	-2%	-23%	-13%	9%	30%	-17
COc1ccc(OC)c(/C=N\Nc2nccs2)c1	-1%	7	1%	13%	i	-4%	0%	-10%	15
COc1ccccc1N1C(N)=NC(N)=NC12CCCCC2	1%	13	0%	4%	i	1%	5%	-7%	13
O=C(CC[C@H]1O[C@@H](n2ccc(=O)[nH]c2=O)[C@H](O)[C@@H]1O)N[C@H](Cc1ccccc1)C(=O)NC1CCCCC1	3%	7	12%	-2%	-7%	-9%	1%	20%	13
CCC(C)NC(=O)C1c2ccccc2C(=O)N(c2ccc(OC)cc2)C1c1ccc(OC)cc1 (stereo not drawn)	-30%	1	-26%	-4%	0%[57.5 µM]	-1%	-1%	2%	0
CCOC(=O)c1c(C)oc2ncnc(N3CCN(c4cccc(Cl)c4)CC3)c12	-4%	2	9%	1%	-85%[inhibitor]	?	/	?	/
CC1(C)Cc2c(c(N3CCOCC3)nc3snc(N)c23)CO1	-28%	-7	4µM*	-22%	i	0%	2%	-3%	-19
O=C(c1ccc2ncsc2c1)N1CCN(c2nc3ccccc3s2)CC1	9%	2	19%	15%	-46%[inhibitor]	7.3µM*	-10%	?	19
COCCNC(=S)N1CCN(S(C)(=O)=O)CC1	4%	3	4%	0%	i	14%	2%	-15%	9
O=C(C1CCC1)N1CCCc2cc(S(=O)(=O)N3CCN(c4ccccc4)CC3)ccc21	8%&16%	-5&-3	?	3%	-23%	-3%&-5%	2%	?	?
Additional results
SMILES	GLP1R cytotox	D3 ag	GLP1R inv ag	GLP-1R agonist	PTHR1 agonist	KB-V1 MDR tox	aSyn yeast inh	TDP-43 yeast inh	DRD3 antagonist
CN(C)S(=O)(=O)c1cc(C(=O)Nc2ccn(C)n2)c(Cl)cc1Cl	-5%	3	6%	-7%	i	6%	1%[1.84 µM]	6%	1
Cc1ccccc1COc1cccc(/C=N/NC(=O)c2nnn(-c3nonc3N)c2C)c1	-6%	-4	-20%	8%	-27%	9%	?	2%	2
CC1Cc2ccccc2N1C(=O)CSc1nnc(Cn2nnc3ccccc32)n1C (stereo not drawn)	-12%	2	-1%	-2%	i	18µM*	4%	18%	5
O=[N+]([O-])c1ccc2[nH]c(=S)[nH]c2c1	-24%	-3	69%[activator]	7%	i	-19%	3%	-8%	-18
O=C(N[C@@H](Cc1ccc(O)cc1)C(=O)O)c1ccncc1	9%	19	17%	5%	i	8%	-2%	20%	7
Cc1cc(-c2ccc(C)c(S(=O)(=O)NCc3ccc(OC(C)C)cc3)c2)on1	-9%	0	?	20%	-5%	-21%	22%	-20%	-8
O=C(C1CCCN(S(=O)(=O)c2ccc(F)cc2)C1)N(Cc1cccs1)C1CC1 (stereo not drawn)	-7%	3	-72%	2%	i	0%	5%	11%	19
O=C(Nc1nc(-c2ccccc2)c(C(=O)c2ccccc2)s1)c1ccc(S(=O)(=O)N2CCCCC2)cc1	1%[1.53 µM]	4	9%	0%	-47%[inhibitor]	?	-1%	16%	7
